FLuc inh counter: counter-screen for luciferase assay inhibitors: firefly luciferase inhibition | 200,000 tested, 1.5% active | AID 1006 | inhibition, % at 10 µM | ATPLite firefly luciferase biochemical luminescence, 10 min;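 active means inhibition above about 50% when tested at 10 µM, limit read from the data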
Target sequence (P08659 whole entry, looked up): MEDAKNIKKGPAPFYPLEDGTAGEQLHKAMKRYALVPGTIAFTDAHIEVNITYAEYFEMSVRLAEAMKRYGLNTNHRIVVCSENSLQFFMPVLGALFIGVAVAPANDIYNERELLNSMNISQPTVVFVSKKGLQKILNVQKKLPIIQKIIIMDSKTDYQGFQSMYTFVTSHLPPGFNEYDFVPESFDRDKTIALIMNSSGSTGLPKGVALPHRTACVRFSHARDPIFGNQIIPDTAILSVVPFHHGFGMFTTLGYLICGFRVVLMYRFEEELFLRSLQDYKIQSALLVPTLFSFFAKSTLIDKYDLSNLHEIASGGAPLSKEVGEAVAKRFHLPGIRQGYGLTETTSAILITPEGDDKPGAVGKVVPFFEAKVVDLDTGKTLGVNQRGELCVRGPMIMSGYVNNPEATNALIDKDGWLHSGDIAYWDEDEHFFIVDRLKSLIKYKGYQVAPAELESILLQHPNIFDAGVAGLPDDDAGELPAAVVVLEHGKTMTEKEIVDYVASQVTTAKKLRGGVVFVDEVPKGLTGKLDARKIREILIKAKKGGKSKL
STAT1 activator: STAT1 signaling activation | NIH 3T3 STAT1-luciferase reporter, IFN-gamma, luminescence; 100% = IFN-gamma alone, no compound | activation (% of control), % at 5.5 µM | 200,000 tested, 2.6% active;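 active means activation above the screen-wide mean activation plus 3 SD, cut at about 130% in these data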;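 further: raw ratio to IFN-gamma control signal so 100% means no change and 0% no light; values of inactives mirror those of a sister screen read the other way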
RAM network inh: blocks the yeast RAM network. S. cerevisiae dse1pr::URA3 reporter, 5-FOA growth OD615, 2 d; analog-sensitive cbk1-as2 kinase mutant strain. inhibition, % at 50 µM. 190,000 tested, 1.8% active;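 active means inhibition above a set limit, 3 SD over mean compound inhibition, cut at about 8.4% in these data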;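 further: 0% = DMSO-only wells with no growth and 100% = 10 µM 1-NA-PP1 full growth; inhibition rescues growth on 5-FOA so higher OD means more RAM inhibition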
NF-kB expr up: NF-kB expression increase, human neuronal cells; NF-kB reporter expression; hits give high values; fold change at 12.5 µM; 190,000 tested, 1.6% active; AID 1239; in the data active means fold change above about 3.3
APP transl inh: APP translation inhibition. AID 1285. SH-SY5Y APP 5'UTR-luciferase reporter, luminescence. 190,000 tested, 0.82% active. inhibition, % at 2 µM;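 active means inhibition above a set limit, derived from the sample mean plus 3 SD, cut at about 45% in these data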; further: values of inactives mirror those of a sister screen read the other way
APP 5'UTR act: APP 5'UTR luciferase reporter activation | AID 1276 | SH-SY5Y APP 5'UTR luciferase reporter, luminescence; zero percent = DMSO vehicle wells | activation, % at 2 µM | 190,000 tested, 1% active;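 active means activation above a set limit, based on mean plus 3 SD of controls, cut at about 140% in these data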; further: values of inactives mirror those of a sister screen read the other way
STAT1 inh: STAT1 signaling inhibition; NIH 3T3 STAT1-luciferase reporter, IFN-gamma, luminescence; inhibition, % at 5.5 µM; 200,000 tested, 0.35% active; AID 920;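 active means inhibition above a set limit, the mean inhibition across all tested compounds plus 3 SD, cut at about 34% in these data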;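 further: 0% = IFN-gamma with DMSO and 100% = IFN-gamma with 300 µM nifuroxazide; values of inactives mirror those of a sister screen read the other way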
STAT3 activator: STAT3 signaling activation. U3A cells, IL-6 STAT3-luciferase reporter, luminescence; 100% = signal with IL-6 EC80 alone. activation (% of control), % at 5.6 µM. 190,000 tested, 0.91% active;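 active means activation above the screen-wide mean of compound activation plus 3 SD, cut at about 130% in these data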;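 further: 0% = background luminescence of wells with medium and substrate only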
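Material: human STAT1-deficient U3A cells with stable STAT3-luciferase reporter / Probe or stimulus: IL-6 stimulus at 33 ng/mL final / Schedule: 1 h compound pre-exposure, 6 h IL-6 stimulation, 37 °C / Technique: luminescence / Read-out basis: percent of IL-6-only median luminescence / Control set: IL-6-only high control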
Hsp70 activator: Hsp70 transcriptional activation, primary screen; AID 1203; activation, % at 10 µM; 200,000 tested, 0.04% active; HeLa Hsp70 promoter luciferase reporter, luminescence; scaled: vehicle 0, proteasome-inhibitor control 100%;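 active means activation above the mean across all tested compounds plus 3 SD, cutoff set per campaign, cut at about 5.5% in these data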;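 further: 100% = MG132 at 30 µM as the positive control and 0% = DMSO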
STAT3 inh: inhibitors of IL-6 induced STAT3 signaling; U3A cells, IL-6 STAT3-luciferase reporter, luminescence; host cell line lacks STAT1; inhibition, % at 5.5 µM; 190,000 tested, 0.89% active;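 active means inhibition above the mean inhibition across all screened compounds plus 3 SD, cut at about 44% in these data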;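 further: 0% = DMSO only wells and 100% = 100 µM nifuroxazide control wells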
Active calls of the source: *; nt = no result given. Compounds as they come; 7.7% or so of the library scored in one or more.

smiles | FLuc inh counter | STAT1 activator | RAM network inh | NF-kB expr up | APP transl inh | APP 5'UTR act | STAT1 inh | STAT3 activator | Hsp70 activator | STAT3 inh
CC(C)C[C@H](NC(=O)c1nc[nH]c1C(=O)NC1CCN(C(=O)OC(C)(C)C)CC1)C(=O)OCc1ccccc1 | 2.3 | 96.6 | 3.9 | 0.75 | -6.3 | 6.4 | 5.2 | nt | -0.4 | nt
Cc1ccccc1NC(=O)CN1C(=O)COc2ccc(Cl)cc21 | -6.5 | 100.9 | 1.9 | 1.09 | -3.2 | 3.2 | -1.0 | 92.4 | -0.3 | 14.1
C/C(=N\NC(=O)c1ccccc1)c1ccc(N2CCCCC2)cc1 | 21.5 | 126.3 | 2.8 | 1.24 | -71.6 | 71.6 | -30.0 | 108.9 | 0.5 | -10.6
CCOc1ccc(CSC(=N)N)cc1[N+](=O)[O-] | -4.7 | 106.1 | 0.0 | 1.78 | nt | nt | -15.4 | 102.7 | -0.1 | -3.1
COC(=O)c1ccccc1NC(=S)N1CCC(N2CCCCC2)CC1 | -4.8 | 95.5 | 0.6 | 1.11 | -7.7 | 7.7 | 3.5 | 109.9 | 0.1 | -3.3
O=C(CN1CCOc2ccccc21)N1CCC(Cc2ccccc2)CC1 | nt | 110.3 | nt | nt | 10.5 | -10.5 | -11.4 | 103.6 | 0.0 | 0.5
Clc1ccc2oc(-c3cccnc3NCc3ccccc3)nc2c1 | -4.2 | 109.2 | 6.5 | 1.66 | -5.3 | 5.3 | -10.2 | 101.9 | -0.2 | 3.4
COc1cc(CN2CCNC(=O)C2CC(=O)N2CCCO2)cc(OC)c1 (stereo not drawn) | -6.3 | 99.5 | -1.4 | 1.21 | -17.4 | 17.4 | -0.6 | 97.9 | 0.0 | 6.0
CCOC(=O)c1cc(-c2ccccc2)sc1NC(=O)CSc1nncs1 | -6.5 | 93.1 | 6.7 | 1.39 | 6.5 | -6.5 | 7.6 | 84.6 | -0.2 | 13.8
Cc1ccc(S(=O)(=O)NCC(c2ccco2)N2CCOCC2)cc1 (stereo not drawn) | -0.8 | 97.8 | -0.1 | 1.14 | 17.8 | -17.8 | 4.6 | 104.5 | -0.4 | -8.2
CCN(CCNC(=O)C1CCCN(S(=O)(=O)c2cnc[nH]2)C1)c1ccccc1 (stereo not drawn) | -6.3 | 104.7 | 0.7 | 1.07 | -11.1 | 11.1 | -5.2 | 99.0 | -0.2 | 6.1
CN(CCO)c1cc(N2CCN(C(=O)c3ccco3)CC2)c2nonc2c1[N+](=O)[O-] | -5.1 | 99.4 | -0.1 | 1.12 | -7.2 | 7.2 | 0.7 | 106.7 | -0.2 | -4.0
Cc1ccccc1-n1c(=O)cc(N2CCc3ccccc3C2)[nH]c1=O | -7.5 | 106.3 | 0.6 | 1.75 | -1.3 | 1.3 | -5.2 | 101.2 | -0.2 | 2.9
Cc1cc(=O)[nH]c(-c2ccccc2O)n1 | -1.0 | 99.0 | 1.6 | 1 | 7.0 | -7.0 | 1.1 | 102.5 | -0.1 | 2.2
Cc1ccc(C2(c3noc(CN4C[C@@H](C)O[C@@H](C)C4)n3)CCCC2)cc1 | -3.8 | 88.2 | -0.1 | nt | 3.3 | -3.3 | 11.4 | 104.0 | 0.1 | 0.7
O=C(N/N=C\c1ccco1)Nc1cccc(Cl)c1 | 9.8 | 153.4* | 0.4 | 3.3* | -80.4 | 80.4 | -60.0 | 102.4 | -0.1 | -5.5
Cc1nn(C)cc1CN(C)C(=O)c1cc(COc2ccc(F)cc2F)on1 | -5.1 | 95.1 | -0.4 | 0.94 | 13.0 | -13.0 | 5.1 | 96.0 | -0.1 | 10.3
COc1ccc(S(=O)(=O)NN(C)c2ncc(C(F)(F)F)cc2Cl)cc1 | -0.4 | 98.1 | 0.5 | 1.32 | 4.1 | -4.1 | 0.9 | 96.0 | -0.5 | 8.3
Cc1cc(-c2[nH]nc3c2C(c2cccc(O)c2)C(C#N)=C(N)O3)c(C)s1 (stereo not drawn) | -2.9 | 79.3 | 1.7 | 1.07 | -5.5 | 5.5 | 22.5 | 102.5 | -0.1 | 0.6
COc1ccc(Cl)cc1NC(=O)c1cccc(NC(=O)CCC(=O)O)c1 | 2.5 | 110.8 | -0.1 | 1.09 | -3.0 | 3.0 | -12.3 | 95.9 | -0.3 | 7.7
COc1ccc(CC(=O)Nc2ccccc2C(=O)N2CCOCC2)cc1OC | -2.5 | 100.0 | 1.6 | 0.95 | 3.9 | -3.9 | -0.5 | 94.2 | 0.0 | 8.3
O=c1c2cc(NC(=S)NCc3ccccn3)ccc2nc2n1CCCCC2 | -3.7 | 100.4 | 0.8 | 1.15 | -10.9 | 10.9 | -3.0 | 98.1 | -0.1 | 4.1
O=C(CSc1nnc(-c2ccccc2)n1-c1ccccc1)N1c2ccccc2Sc2ccccc21 | -5.2 | 95.6 | 3.5 | 1.2 | 8.9 | -8.9 | 4.8 | 97.3 | 0.1 | 10.4
O=C1c2cnccc2CN1Cc1ccccc1 | -8.0 | 108.9 | 0.3 | 1.2 | -1.3 | 1.3 | -9.8 | 104.0 | -0.3 | -0.6
CCC(=O)Nc1ccc(S(=O)(=O)Nc2ncccn2)cc1 | -4.2 | 95.5 | 0.8 | 1.25 | 1.7 | -1.7 | 4.9 | 94.0 | -0.4 | 12.7
CCOC(=O)Cc1nnc(NC(=O)CSc2nncn2C)s1 | -3.7 | 98.8 | 0.3 | 1.15 | 9.7 | -9.7 | 1.3 | 106.8 | -0.5 | -5.6
O=C(Oc1cccnc1)c1ccccc1[N+](=O)[O-] | -2.6 | 99.2 | 1.2 | 1.07 | 6.4 | -6.4 | 0.9 | 101.3 | -0.1 | 7.1
COc1ccc(S(=O)(=O)N2CCCN(CC(=O)Nc3cc(NC(C)=O)ccc3OC)CC2)cc1 | -2.7 | 96.6 | 0.7 | 1.15 | 1.3 | -1.3 | 3.7 | 86.5 | -0.6 | 22.2
O=C(NC1CCCCC1)c1ccc(S(=O)(=O)NCc2ccco2)cc1 | -0.8 | 102.3 | 3.7 | 1.14 | -5.7 | 5.7 | -2.5 | 106.7 | -0.3 | -5.1
COc1ccc(CC(=O)NC(C)(C)C)cc1S(=O)(=O)N1CCOCC1 | -5.1 | 107.7 | 3.0 | 0.98 | nt | nt | -8.4 | 98.2 | -0.3 | 0.6
CCC(CC)C(=O)NCc1ccc2c(c1)cc(C)n2C | -5.4 | 95.2 | 1.4 | 1.15 | -3.4 | 3.4 | 5.3 | 99.6 | -0.3 | 5.6
CCOC(=O)c1cccc(Nc2ncnc3ccc(C)cc23)c1 | -9.7 | 98.2 | 0.0 | 0.62 | 1.2 | -1.2 | 2.0 | 94.9 | -0.2 | 7.9
CC(=O)N(c1ccc(C(C)C)cc1)C1C=CS(=O)(=O)C1 (stereo not drawn) | -0.6 | 97.1 | -0.2 | 1.13 | 0.1 | -0.1 | 3.1 | 96.3 | -0.3 | 9.9
CCCCC(=O)Nc1ccc2c(c1)nc1n2CCSC1 | 30.1 | 123.9 | 3.1 | 1.56 | -35.0 | 35.0 | -26.1 | 86.6 | -0.1 | 23.0
Nc1nc(NCc2ccccc2)nc(-c2ccccc2)n1 | -3.4 | 92.2 | 0.9 | 1.33 | 0.3 | -0.3 | 8.4 | 102.8 | -0.1 | 0.8
Cc1ccc(NC(=O)C(c2ccc(Cl)cc2Cl)N2CCCC2)cc1 (stereo not drawn) | -0.4 | 107.1 | 0.4 | 0.88 | -27.1 | 27.1 | -7.9 | 108.8 | -0.1 | -9.8
COc1ccc(CCCC(=O)N/N=C/c2ccc(C)cc2)cc1 | -1.2 | 104.2 | 0.6 | 1.06 | 22.0 | -22.0 | -5.8 | 102.1 | 0.1 | 1.1
COc1ccc(C(=O)C(CN2CCCC2)c2ccccc2)cc1 (stereo not drawn) | -0.2 | 84.9 | 2.4 | 1.33 | 86.0* | -86.0 | 16.6 | 83.0 | 0.1 | 25.4
CC(C(=O)c1c[nH]c(C(=O)N=CN(C)C)c1)c1ncc(C(F)(F)F)cc1Cl (stereo not drawn) | 2.7 | 99.3 | 0.7 | 1.05 | 5.3 | -5.3 | -0.5 | 105.8 | 4.5 | -3.4
CCOc1ccc(CO/N=C/c2c(C)[nH]c(=O)[nH]c2=O)cc1 | -8.0 | 99.8 | 4.6 | 1.01 | -18.5 | 18.5 | -0.6 | 90.9 | 0.1 | 20.7
[O-]/[N+](=C\c1ccncc1)c1ccccc1 | 0.2 | 98.5 | 2.9 | 1.89 | 12.5 | -12.5 | 1.7 | 91.0 | 0.2 | 16.4
CCN(CC)C(=O)CSc1ncnc2sc(C)c(C)c12 | -6.0 | 97.5 | -0.3 | 0.77 | 0.6 | -0.6 | 1.8 | 89.3 | 0.1 | 22.2
Cc1ccc(OCC(=O)NNC(=O)C(=O)NC(C)(C)C)cc1 | -3.2 | 102.3 | 1.6 | 1.05 | -8.9 | 8.9 | -2.5 | 93.4 | -0.3 | 6.4
COc1ccc(NC(=O)C23CCC(C)(C(=O)C2)C3(C)C)cc1 (stereo not drawn) | -3.3 | 98.9 | 3.3 | 1.15 | 5.4 | -5.4 | 1.2 | 103.6 | -0.4 | -0.6
CC1CCc2cc(F)ccc2N1C(=O)c1cccs1 (stereo not drawn) | -5.5 | 95.1 | -1.7 | 1.03 | 5.9 | -5.9 | 2.2 | 104.3 | -0.2 | -0.3
CC(=O)/C(=N\Nc1ccc(Cl)cc1Cl)Sc1nnc(-c2ccccc2)n1-c1ccccc1 | -2.5 | 101.9 | 3.3 | 1.13 | -5.1 | 5.1 | -2.1 | 107.1 | -0.4 | -4.9
Cc1nc2ccccn2c1C(=O)NNS(=O)(=O)c1ccc(C(C)(C)C)cc1 | 1.0 | 86.8 | -0.3 | 0.77 | -2.2 | 2.2 | 14.8 | 79.7 | -0.5 | 25.6
O=C(CSc1nn(-c2ccccc2)c(=S)s1)Nc1ncccn1 | -2.8 | 92.2 | 1.0 | 1.61 | -9.4 | 9.4 | 6.8 | 105.3 | -0.1 | -3.9
O=C(NCC1CCCO1)C(c1ccncc1)N(Cc1ccc(F)cc1)C(=O)CN1C(=O)c2ccccc2S1(=O)=O (stereo not drawn) | -5.9 | 96.8 | 3.5 | 1.5 | 5.0 | -5.0 | 3.6 | 105.4 | -0.1 | -1.4
COc1ccc(S(=O)(=O)N(C)CC(=O)NC2CCCCC2)cc1OC | -4.0 | 96.4 | 0.0 | 1.21 | -9.3 | 9.3 | 3.9 | 99.6 | -0.1 | 4.2
COC(=O)c1c(NC(=O)CSc2ncnc3c2cnn3-c2ccccc2Cl)sc2c1CCCC2 | -4.6 | 95.6 | 4.1 | 1.08 | 29.4 | -29.4 | -1.4 | 115.2 | 0.1 | -14.8
Nc1nnc(SCC(=O)Nc2ccc3nc(SCC(=O)Nc4ccccc4)sc3c2)s1 | 4.3 | 110.8 | 9.3* | 0.78 | -1.2 | 1.2 | -11.9 | 82.9 | -0.4 | 19.2

Screening results: PubChem, several laboratories
